Screening data (PubChem BioAssay)
SMN2 splice up: enhancers of SMN2 splice variant expression; Potency, µM (highest dose often 46.1 µM), inactives show at the top dose activity change, positive = activation, hits mostly activators; AID 1458; hit rate 2.8% among 210,000; HEK293 SMN2-luciferase splicing reporter, luminescence, 30-36 h; also: % of control where 0% means no effect; nearly all actives have a fitted effect of over 55% in size
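HEK293 cells carry an SMN2 minigene-luciferase reporter in which exon 7 inclusion puts luciferase in frame. Cells were seeded at 2000 cells/well, attached for 10-12 hours, then exposed to compounds for 30-36 hours at 37C before ONE-Glo luminescence.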
RECQ1 inh: RECQ1 (human) helicase inhibition | P46063 | RECQ1 DNA unwinding, red fluorescence kinetic read | Potency, µM (titrated, usually from 57.3 µM), without a hit: at the top dose activity, negative = inhibition, most hits filed as inhibitors | hit rate 0.54% among 240,000;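 also: plate controls were vehicle for no effect and no enzyme for full effect; nearly all actives have a fitted effect of over 30% in size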
Target sequence (P46063 whole entry, looked up): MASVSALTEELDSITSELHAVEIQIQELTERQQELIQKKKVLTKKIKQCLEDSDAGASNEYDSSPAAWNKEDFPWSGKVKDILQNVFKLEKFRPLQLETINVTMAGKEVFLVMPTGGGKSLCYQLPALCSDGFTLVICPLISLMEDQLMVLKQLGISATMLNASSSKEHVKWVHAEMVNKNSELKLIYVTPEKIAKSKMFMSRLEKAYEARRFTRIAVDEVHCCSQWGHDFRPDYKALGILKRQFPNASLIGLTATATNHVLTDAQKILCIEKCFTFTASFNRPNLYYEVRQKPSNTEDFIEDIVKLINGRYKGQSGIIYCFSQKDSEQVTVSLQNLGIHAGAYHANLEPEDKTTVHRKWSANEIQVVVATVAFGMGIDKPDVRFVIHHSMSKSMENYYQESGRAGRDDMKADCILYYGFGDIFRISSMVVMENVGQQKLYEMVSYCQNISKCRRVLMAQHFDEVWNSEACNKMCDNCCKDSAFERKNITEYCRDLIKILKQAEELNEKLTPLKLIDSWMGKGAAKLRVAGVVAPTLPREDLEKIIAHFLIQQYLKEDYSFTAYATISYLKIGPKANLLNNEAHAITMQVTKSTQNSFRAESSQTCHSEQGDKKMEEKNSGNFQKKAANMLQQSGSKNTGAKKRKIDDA
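50 nM RECQ1T1 preincubated 15 min with compound in Tris pH 8.0 buffer with MgCl2, DTT, Tween-20 and 2.5 ug/ml poly(dI-dC); started with 200 nM TAMRA/BHQ-2 forked duplex and 2 mM ATP. Unwinding read as fluorescence (525/598 nm), two reads 2 h apart.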
KDM4E inh: JMJD2E (human) inhibition; B2RXH2; AID 2147; hit rate 1.6% among 230,000; Potency, µM (highest dose often 57.1 µM), for inactives: top-dose activity change, negative = inhibition, most hits filed as inhibitors; JMJD2E catalytic domain, FDH-coupled NADH fluorescence (FDH is formaldehyde dehydrogenase); active = well fitted inhibition curve with a large enough effect, not every such curve was filed as active; inconclusive = small, poorly fitted or top-dose-only effect, or another doubt; inactive = no such curve, though single readings can be large or run the other way;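 also: 0% = wells with enzyme and -100% = buffer wells without enzyme; nearly all actives have a fitted effect of over 50% in size; many of its hits are not listed in these tables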
NPSR antagonist: antagonists of human neuropeptide S receptor cAMP signaling; Q6W5P4; CHO-NPSR cells, cAMP TR-FRET, antagonist mode; Potency, µM (highest dose often 38.3 µM), for the others: at the top dose activity change, negative = inhibition, usual class: inhibitors; hit rate 1% among 220,000; also: % is scaled to controls: 0 for no effect and ±100 for the full control effect; nearly all actives have a fitted effect of over 50% in size; many of its hits are not listed in these tables
Target sequence (Q6W5P4 whole entry, looked up): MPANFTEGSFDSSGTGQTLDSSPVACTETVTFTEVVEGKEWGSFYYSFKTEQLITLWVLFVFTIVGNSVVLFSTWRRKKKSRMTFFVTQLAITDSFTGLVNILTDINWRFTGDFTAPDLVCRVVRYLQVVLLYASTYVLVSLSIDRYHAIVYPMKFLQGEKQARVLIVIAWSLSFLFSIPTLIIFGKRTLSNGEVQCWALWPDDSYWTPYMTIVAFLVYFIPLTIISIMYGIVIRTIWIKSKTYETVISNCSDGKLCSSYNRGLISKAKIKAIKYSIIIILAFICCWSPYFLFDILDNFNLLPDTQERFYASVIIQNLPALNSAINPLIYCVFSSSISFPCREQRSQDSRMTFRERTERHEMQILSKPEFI
RGS12 GoLoco inh: inhibitors of human Gai1-RGS12 GoLoco interaction (red fluorophore); hit rate 0.44% among 230,000; P63096; Potency, µM (doses to about 61.6 µM), for the others: at the highest dose activity, negative = inhibition, most hits filed as inhibitors; Gai1:RGS12 GoLoco peptide FP, rhodamine, 10 min; active = well fitted inhibition curve with a large enough effect, not every such curve was filed as active; inactive = no such curve, though single readings can be large or run the other way; also: % is scaled to controls: 0 for no effect and ±100 for the full control effect; nearly all actives have a fitted effect of over 30% in size; many of its hits are not listed in these tables
Luc counter: counter-screen: inhibitors of Kinase-Glo firefly luciferase; Q27757; Kinase-Glo luciferase, ATP luminescence, 8 min; Potency, µM (highest dose often 38.3 µM), for the others: at the highest dose activity change, negative = inhibition, hits mostly inhibitors; hit rate 0.28% among 200,000; also: % is scaled to controls: 0 for no effect and ±100 for the full control effect; nearly all actives have a fitted effect of over 60% in size
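Recombinant Kinase-Glo luciferase, 10 uM ATP (linear range), luciferin; imidazole pH 7.2 / KCl / MgCl2 / Tween / BSA buffer; 8 min RT; luminescence.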
Epigenetic reg: derepresses silenced GFP reporter in murine cells | murine LDR cells, GFP reporter derepression, 30 h | Potency, µM (doses to about 53.9 µM), without a hit: at the top dose GFP activation, usual class: activators | hit rate 0.2% among 280,000; also: % of control where 0% means no effect; nearly all actives have a fitted effect of over 60% in size
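Murine LDR cells carrying a silenced, genomically integrated CMV-driven GFP reporter were exposed to compound for 30 hours at 37 C. After PBS washes, GFP-positive cells (20–120 um objects) were counted by laser-scanning microplate cytometry.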
IMPase Li inh: IMPase inhibition in cells with lithium potentiation | CHO-M1 cells, IP1 TR-FRET (IP-One), carbachol + lithium | Potency, µM (titrated, usually from 59.4 µM), inactives show top-dose activity, negative = IMPase inhibition, hits mostly inhibitors | hit rate 0.35% among 210,000 | AID 1457;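 also: IP1 builds up when IMPase is blocked and the TR-FRET signal falls; plate controls were basal vehicle for no effect and high inhibitor control for full effect; nearly all actives have a fitted effect of over 50% in size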
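CHO-M1, 2000 cells/well, 16–30 h culture; cpd + low Li+, 30 min 37C; lysis with d2-IP1/Eu-anti-IP1 Ab, 10 min RT; TR-FRET 665/620 ratio and 620 channel; AC50 via Hill.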
* marks the source's active call; other numbers are inactive results; i = inactive; u = inconclusive; x = not tested or not shown; [ ] = remark or other dose. Unless noted, calls follow the shape of the dose curve; as a rule, active = well fitted curve in the direction sought with a large enough effect; inconclusive = small, poorly fitted or top-dose-only effect, or another doubt; inactive = no such curve, though single readings can be large; an effect the other way counts as inactive or inconclusive. Potency is read from the fitted curve at half-maximal effect. This is a subset; the hit share may differ from the screen's.

SMILES	SMN2 splice up	RECQ1 inh	KDM4E inh	NPSR antagonist	RGS12 GoLoco inh	Luc counter	Epigenetic reg	IMPase Li inh
CC(C)c1ccc(CN(C)CC(O)c2ccccc2)cc1 (stereo unspecified)	23%	i	u	-10%	-1%	-3%	-5.3%	12%
Cc1ccc(Cl)cc1N1CCN(C(=O)c2ccc(CN3CCOCC3)cc2)CC1	-7%	i	0%	-21%[46.1 µM]	-15%	0%	3.9%	25%[38.3 µM]
O=C(Cc1ccc(Cl)cc1)c1c[nH]c(C(=O)NCCCN2CCOCC2)c1	2%	-15%	-2%	4%	2%	2%	-2.6%	-1%
COc1ccc(CC2(CO)CCN(Cc3cnn(C)c3C)CC2)cc1	x	-2%	10%	-8%	14%	-2%	0.0%	13%
COCC(=O)N(Cc1cc2cc(OC)ccc2[nH]c1=O)c1ccccc1	-11%	-6%	u	-26%[46.1 µM]	0%	-5%	-20%	9%[38.3 µM]
Cc1ccc(CC2CC(=O)N(c3nc(C)cc(C)n3)C2=O)cc1 (stereo unspecified)	0%	i	-2%	-9%	8%	3%	0.2%	4%
CCCCCCCc1nc2sc3c(c2c(=O)n1N)CC(C)(C)OC3	x	-8%	0%	5%	4%	x	-1.2%	x
COc1cccc(N2CCN(C3CCCC(C)C3)CC2)c1 (stereo unspecified)	5%	-1%	4%	-2%[46.1 µM]	7%	2%	0.9%	12%
CCOC(=O)C(=O)Nc1cc(C)on1	x	2%	3%	-9%	-9%	13µM*	-0.1%	5%
O=C(NCCC1=CCCCC1)C1CCN(C(=O)Nc2ccccc2)CC1	-1%	-5%	1%	-17%[46.1 µM]	13%	-2%	-14%	5%[38.3 µM]
COc1ccccc1NC(=O)N1CCCC1C(=O)NCc1ccccc1 (stereo unspecified)	-5%	-2%	-1%	-4%[46.1 µM]	5%	-3%	-1.2%	-2%[38.3 µM]
CC(C)(CC(=O)O)CC(=O)Nc1ccc(Cl)c(Cl)c1	x	-11%	1%	1%	8%	x	-3.6%	x
CC(C)Sc1nc2c([nH]c3ccccc32)c(=O)n1C	-15%	-3%	9%	-4%	-2%	1%	-1.4%	-8%
O=C(OCc1cnc(Cl)s1)c1ccccc1Cl	6%	i	6%	-7%[46.1 µM]	3%	-2%	-1.1%	8%[38.3 µM]
COc1cc(C(=O)NCc2ccncc2)cc(OC)c1OC	x	i	-5%	-3%	0%	-5%	4.3%	-1%
CCn1cc(/C=C(\NC(=O)c2ccc(OC)c(OC)c2)C(=O)NCCCO)c2ccccc21	-23%	2%	-15%	7%	-2%	-3%	-2.1%	-2%
CCCCN(C)C(=O)CCC(=O)Nc1ccc2nc(N3CCOCC3)cc(C)c2c1	20µM*	-12%	u	-17%[46.1 µM]	-3%	0%	0.2%	-8%[38.3 µM]
CC(C)[C@H](NC(=O)NCc1cccs1)C(=O)O	x	-7%	0%	6%[46.1 µM]	x	x	-3.4%	x
O=C(COc1ccccc1O)c1cccs1	13%	-1%	-4%	-4%[46.1 µM]	3%	-4%	0.4%	4%[38.3 µM]
CCOC(=O)CSc1nc(C)nc2c1sc1nc(C)c(C(C)=O)c(-c3ccc(OC)cc3)c12	3%	0%	4%	-38%	3%	-2%	-2.6%	-5%
COc1ccc2oc3cc(C)[n+]([O-])c(-c4ccc(C)cc4)c3c2c1	-53%[inhibitor]	-4%	u	8%	9%	2%	0.0%	-2%
COc1ccc(N2C(=O)C(F)(F)C2c2cccc(F)c2)cc1 (stereo unspecified)	-2%	-6%	3%	-9%	8%	2%	-1.8%	9%
Cc1ccccc1OCc1nnc(SCC(=O)Nc2ccc3nc(SCC(=O)Nc4ccccc4)sc3c2)n1C	-33%	-3%	5%	-16%	49%[activator]	6%	0.1%	u
O=C(CSC1c2ccccc2C(=O)N1c1ccccc1)N1CCOCC1 (stereo unspecified)	0%	2%	1%	17%[46.1 µM]	-5%	3%	-0.8%	5%
O=C(O)c1ccccc1-c1ccccc1C(=O)Nc1cccc(-c2nc3ccccc3o2)c1	x	-3%	2%	31%	13%	-7%	1.1%	4%
COCCCNc1nc2c(c(=O)[nH]c(=O)n2C)n1CCCc1ccccc1	2%	4%	-5%	13%[46.1 µM]	10%	-3%	0.0%	-17%[38.3 µM]
COC(=O)CSc1c(-c2ccccc2)c2cc(Cl)ccc2[nH]c1=O	7%	-3%	1%	-20%[46.1 µM]	9%	-4%	-1.1%	14%[38.3 µM]
CCC(C)NC(=O)CS(=O)Cc1nc(-c2ccccc2C)oc1C (stereo unspecified)	-5%	-5%	7%	-10%[46.1 µM]	5%	1%	0.8%	-3%[38.3 µM]
CCOC(=O)/C=C1\CC(C(=O)OCC)Oc2ccccc21 (stereo unspecified)	x	-3%[81.1 µM]	x	x	-4%[88.7 µM]	4%[39.9 µM]	0.0%	11%
Cc1ccc2c(c1)N(CCC(=O)NCCN1CCOCC1)C(=O)CO2	11%	-11%	5%	-1%[46.1 µM]	4%	6%	-1.4%	2%[38.3 µM]

Quoted from the listing:
`COc1ccc2oc3cc(C)[n+]([O-])c(-c4ccc(C)cc4)c3c2c1` in NPSR antagonist reads 8%
`Cc1ccccc1OCc1nnc(SCC(=O)Nc2ccc3nc(SCC(=O)Nc4ccccc4)sc3c2)n1C` in RECQ1 inh reads -3%

(cont.)
SMILES	SMN2 splice up	RECQ1 inh	KDM4E inh	NPSR antagonist	RGS12 GoLoco inh	Luc counter	Epigenetic reg	IMPase Li inh
CNC(=O)/C(=C\c1ccc([N+](=O)[O-])cc1)NC(C)=O	2%	-3%	2%	-2%[46.1 µM]	4%	-5%	-0.3%	-10%[38.3 µM]
NNC(=O)C1CC1c1ccccc1 (stereo unspecified)	x	1%	-4%	-5%[46.1 µM]	x	x	0.0%	x
CN(C)CCCN(C(=O)COc1ccccc1)c1nc2ccc(F)cc2s1	-5%	-1%	7%	-16%	10%	3%	1.5%	-1%
Cc1ccc(C(=O)O)cc1-c1ccc(C=C2C(=O)c3ccccc3C2=O)o1	16%	-10%	u	0%	34%[activator]	-2%	7.1%	-2%
Cc1cc2c(ncn2C)c(NS(=O)(=O)c2ccc(Cl)cc2)c1C	7%	u	4%	-15%	1%	0%	-5.4%	4%
CNc1nc(-c2ccccc2OC)nc2ccccc12	-75%[inhibitor]	0%	u	x	-7%	-4%	0.5%	13%
Cc1ccccc1NS(=O)(=O)c1ccc(C(=O)N2CCN(c3ccccn3)CC2)cc1	-34%[inhibitor]	-2%	-3%	-13%	-1%	1%	-0.6%	18%
COc1ccccc1CNc1ncnc2cc(Cl)ccc12	-31%[inhibitor]	20%	u	u	8%	-3%	1.1%	u
O=C(NC1CCCCCCC1)C1=COCCO1	2%	-7%	16%	-6%[46.1 µM]	6%	-1%	0.0%	17%[38.3 µM]
O=C(c1ccccc1O)N1N=C(c2ccccc2)CC1(O)C(F)(F)F (stereo unspecified)	x	i	-27%	-20%	4%	x	-1.3%	2%
CCc1ccc(NC(=O)C2C3C=CC(C4CC34)C2C(=O)O)cc1 (stereo unspecified)	u	-5%	2%	u	2%	0%	2.4%	1%
CCCc1cc(=O)[nH]c(SCC(N)=O)n1	17%	i	4%	-5%[46.1 µM]	1%	23%	-1.0%	26%[38.3 µM]
C[N+](C)(C)c1nc(N)nc2c1ncn2[C@H]1O[C@@H](CO)[C@@H](O)[C@H]1O	-11%[9.22 µM]	x	x	x	5%[14.2 µM]	-2%[7.66 µM]	x	6%
COc1cc(C(=O)NCCN2CCOCC2)cc(OC)c1OC	17%	3%	-1%	-4%[46.1 µM]	1%	-5%	-2.9%	3%[38.3 µM]
COc1ccc2c(n1)Sc1nc3ccccc3nc1N2	x	-2%	-2%	13%	-7%	x	6.3µM*	x
Cc1c(C(=O)NCCSCc2ccco2)cccc1[N+](=O)[O-]	-5%	-5%	1%	7%	5%	-6%	1.0%	-1%
COc1ccc(NC(=O)Nc2cccc(Cl)c2Cl)c(OC)n1	x	i	-9%	2%	-1%	x	1.6%	x
C=CCn1c(SCC(=O)c2ccc(OC)cc2)nnc1-c1cc2cccc(OC)c2o1	1%	4%	-12%	u	6%	4%	-1.0%	-5%[38.3 µM]
Cc1ccc2nc(Cl)c(C3CC(c4cccs4)=NN3C(=O)CCCC(=O)O)cc2c1 (stereo unspecified)	-4%	i	-7%	-19%	1%	-1%	-1.3%	1%
Cc1cccc(CN2CCC(CNC(=O)CCNC(=O)Cn3ccc4ccccc4c3=O)CC2)c1	2%	1%	10%	-9%[46.1 µM]	2%	9%	1.6%	0%
COc1cccc(C2=CC(c3ccc(OC)c(OC)c3OC)n3nnnc3N2)c1 (stereo unspecified)	x	3%	0%	-22%[46.1 µM]	-31%	2%	2.7%	10%[38.3 µM]
COc1cccc(NC(=O)CSCc2n[nH]c(=O)[nH]2)c1	12%	-2%	5%	1%[46.1 µM]	0%	1%	-2.1%	17%[38.3 µM]
O=C(/C=C/c1cc(Br)ccc1O)c1ccco1	x	2%	-9%	u	10%	x	-1.1%	x
CC(=O)c1ccc(N/N=C(/C(N)=O)C2=NC(C)(C)Cc3ccccc32)cc1	u	-18%	-5%	-13%	9%	0%	-0.6%	-4%
CCN(CC)C(=O)CSc1nc2ccccc2c(=O)n1CCC(=O)N1CCN(c2ccccc2)CC1	-9%	8%	-5%	-29%	-19%	1%	1.2%	10%
CN(C)S(=O)(=O)N(CC(=O)N1CCOCC1)c1ccccc1	-6%	-4%	3%	-1%[46.1 µM]	5%	-1%	-1.4%	-16%[38.3 µM]
COc1ccc(-n2nnnc2SCC(=O)Nc2nnc(C)s2)cc1	-21%	-14%	0%	-17%[46.1 µM]	7%	2%	0.0%	17%[38.3 µM]
Nc1c(C(=O)Nn2cnnc2)cc([N+](=O)[O-])cc1[N+](=O)[O-]	x	3%	-9%	-1%[46.1 µM]	x	x	-0.9%	x
Cc1cccc2cc(C#N)c(NCCNC(=O)NC3CCCCC3)nc12	-5%	-4%	u	9%[46.1 µM]	2%	2%	-0.8%	u

Pulled by compound from the list above:
SMILES	SMN2 splice up	RECQ1 inh	KDM4E inh	NPSR antagonist	RGS12 GoLoco inh	Luc counter	Epigenetic reg	IMPase Li inh
Nc1c(C(=O)Nn2cnnc2)cc([N+](=O)[O-])cc1[N+](=O)[O-]	x	3%	-9%	-1%[46.1 µM]	x	x	-0.9%	x
CC(=O)c1ccc(N/N=C(/C(N)=O)C2=NC(C)(C)Cc3ccccc32)cc1	u	-18%	-5%	-13%	9%	0%	-0.6%	-4%
